Screens: PubChem BioAssay, several laboratories
14-3-3 Bad PPI = disrupts binding of bovine 14-3-3 zeta to phospho-Bad peptide; TR-FRET 14-3-3zeta/Dy647-pBad peptide displacement, 1 h; inhibition, % at 21.7 µM; 220,000 compounds, 0.71% hits; AID 781;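 active = inhibition above about 70%, limit read from the data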;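 also: 0% = full 14-3-3 plus peptide FRET controls and 100% = background without 14-3-3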
Target sequence (P63103 whole entry, looked up): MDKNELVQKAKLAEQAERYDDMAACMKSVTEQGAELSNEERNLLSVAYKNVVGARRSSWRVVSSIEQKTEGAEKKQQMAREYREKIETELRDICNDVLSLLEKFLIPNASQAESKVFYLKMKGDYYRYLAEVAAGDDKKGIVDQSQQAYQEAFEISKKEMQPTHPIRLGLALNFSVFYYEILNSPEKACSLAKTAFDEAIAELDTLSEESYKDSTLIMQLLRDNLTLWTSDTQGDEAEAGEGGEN
Hck Nef HTS = human Hck-Nef kinase inhibition; inhibition, % at 20 µM; P08631; 220,000 compounds, 0.68% hits; AID 463187; Recombinant Hck-YEEI plus Nef, Z-Lyte FRET kinase assay;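 active = Hck-Nef kinase inhibition above about 50%, limit read from the data; inactive = inhibition below that limit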;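 also: 0% = DMSO with Hck plus Nef and 100% = Hck alone without Nef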
zVAD death inh = blocks zVAD induced death of L929 cells; L929 zVAD necroptosis rescue, ATP luminescence, 24 h; with zVAD 60 µM; 220,000 compounds, 0.38% hits; viability rescue, % at 10 µM;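 active = activation, scaled between plate controls, above about 75%, limit read from the data; inactive = activation under that limit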;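 also: 0% = zVAD with DMSO and 100% = DMSO alone without zVAD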
Rad51 HR inh = blocks human Rad51 in homologous recombination | Q06609 | hRad51 DNA strand exchange, fluorescence dequenching | inhibition, % at 10 µM | 200,000 compounds, 0.085% hits;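 active = inhibition above 40% at the single screening dose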;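 also: 0% = DMSO control wells and 100% = blanks with heterologous ssDNA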
Target sequence (Q06609 whole entry, looked up): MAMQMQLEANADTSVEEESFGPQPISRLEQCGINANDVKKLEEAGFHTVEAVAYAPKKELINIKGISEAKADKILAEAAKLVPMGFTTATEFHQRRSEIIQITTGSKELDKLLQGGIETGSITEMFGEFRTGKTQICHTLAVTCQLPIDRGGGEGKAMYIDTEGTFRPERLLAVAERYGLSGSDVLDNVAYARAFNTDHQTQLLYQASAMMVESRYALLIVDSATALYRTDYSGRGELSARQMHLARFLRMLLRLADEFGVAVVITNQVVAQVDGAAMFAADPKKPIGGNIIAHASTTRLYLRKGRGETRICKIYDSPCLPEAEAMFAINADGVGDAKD
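System: hRad51 filaments on single-stranded DNA; reagent: Fluorescein- and BHQ1-tagged 47-mer duplex; compound dosing: one concentration, 10 µM final; timing: filaments 15 min 37 °C, then compound 30 min; measured by: fluorescein emission 520 nm, excitation 485 nm; benchmarks: per-plate controls and blanks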
EP2 antag = EP2 receptor (human) inhibition; inhibition, % at 25 µM; 260,000 compounds, 0.52% hits; C6 glioma cells expressing human EP2, cAMP TR-FRET; cells stimulated with saturating PGE2;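 active = percent inhibition above 40 after rounding to a whole number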;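 also: rat C6 glioma host cells with rolipram phosphodiesterase inhibitor present; the protocol text gives 20 µM as final concentration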
Target sequence (P43116 whole entry, looked up): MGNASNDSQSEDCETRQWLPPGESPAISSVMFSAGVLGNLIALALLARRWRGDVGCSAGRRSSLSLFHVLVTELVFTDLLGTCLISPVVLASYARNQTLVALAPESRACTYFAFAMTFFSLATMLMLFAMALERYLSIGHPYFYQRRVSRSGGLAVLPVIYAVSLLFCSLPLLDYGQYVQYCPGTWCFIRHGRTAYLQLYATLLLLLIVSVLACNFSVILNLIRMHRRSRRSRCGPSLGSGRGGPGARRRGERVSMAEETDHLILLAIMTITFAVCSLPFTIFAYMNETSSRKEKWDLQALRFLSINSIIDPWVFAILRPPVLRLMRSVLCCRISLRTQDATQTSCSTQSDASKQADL
EP2 modulator = modulates human prostaglandin E2 receptor EP2 signaling; EP2-expressing cells, cAMP HTRF FRET, PGE2 co-stimulation; induction, % at 25 µM; 260,000 compounds, 0.83% hits;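 active = compounds whose cAMP rise, as percent of the full-agonist control response, exceeds 60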;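 also: rat C6 glioma line stably carrying human EP2 under a CMV promoter; the protocol text gives 20 µM as final concentration; 100% = response of wells given 1 µM PGE2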
m-calpain inh = calpain II (pig) inhibition. purified calpain II, fluorogenic peptide substrate, 30 min. inhibition, % at 16 µM. 220,000 compounds, 0.37% hits. AID 1236;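 active = inhibition above about 50%, limit read from the data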
Tb hexokinase = blocks Trypanosoma brucei hexokinase 1 activity | inhibition, % at 10 µM | 220,000 compounds, 0.11% hits | recombinant TbHK1, G6PDH-coupled NADH A340;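 active = inhibition of 50% or more in the single-dose primary screen; inactive = inhibition below 50%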
eIF4E-4G inh = inhibitors of eIF4E and eIF4G interaction in translation initiation; TR-FRET eIF4E-eIF4GI(517-606) binding, 2 h; 220,000 compounds, 0.37% hits; P63073+Q04637; AID 782; inhibition, % at 21.7 µM;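 active = inhibition above about 30%, limit read from the data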;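 also: 0% = full FRET control wells and 100% = background wells lacking eIF4GI fragment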
* = called active by the depositor; . = not tested or not shown; & = joins results of further samples; [ ] = dose if it differs, or a comment.

molecule	14-3-3 Bad PPI	Hck Nef HTS	zVAD death inh	Rad51 HR inh	EP2 antag	EP2 modulator	m-calpain inh	Tb hexokinase	eIF4E-4G inh
Cc1nnsc1Sc1ccccc1	-13	-5	0.8	29	8	29	-15	2	-2
CC1CCc2cccc3c2N1c1cc(C#N)c(C#N)cc1O3 (stereo not given)	-8	1	9.2	1	3	43	-9	-11	-3
CCOc1ccc(C(=O)NCC(=O)OCC(=O)c2ccc3c(c2)-c2ccccc2C3)cc1	-16	4	0.8	-3	6	11	-17	-7	-5
O=c1oc2ccccc2cc1-c1nc2c(s1)CCCC2	-12	33	3.6	.	8	21&-1	-364	6	-1
CCC(C)(C)NC(=O)/C=C/c1cccs1	14	-1	3.2	-6	5	-16	18	-6	3
Cc1cccc(-n2c(-c3csc(C)c3)n[nH]c2=S)c1	-4	-2	0.0	2	11	25	4	-4	-1
CNS(=O)(=O)c1cnccc1N1CCN(c2cccc(Cl)c2)CC1	11	1	-1.0	.	29	-25	-35	-3	1
O=C(/C=C/c1cccc(Cl)c1)OCc1cn2cc(Cl)ccc2n1	8	18	-0.3	-21	8	-78	7	-8	6
COc1ccc(/C=C/C(=O)O)cc1S(=O)(=O)NCc1ccco1	-3	20	0.1	.	5	11	-3	-2	0
COC(=O)c1sccc1NC(=O)COc1ccc(Cl)cc1Cl	5[fluorescence artefact?]	1	0.5	0	8	-1	0	-1	2
O=C(Nc1cccc(O)c1)C(Cc1ccccc1)N1C(=O)c2cccc3cccc(c23)C1=O (stereo not given)	13[fluorescence artefact?]	9	-0.7	.	6	4	-18	-2	8
CCC(c1nnnn1CC1CCCO1)N(CCN1CCOCC1)Cc1cc2cc(C)ccc2[nH]c1=O (stereo not given)	1	2	-0.2	2	13	13	12	-12	1
N#Cc1cc2c(nc1SCC(=O)NCc1ccc3c(c1)OCO3)CCCCC2	0	1	0.0	-3	10	47	-4	33	-9
O=c1c(C(c2ccc(O)cc2)c2c(O)nc3n(c2=O)CCCS3)c(O)nc2n1CCCS2	28	-1	-0.1	-1	29	20	-56	-19	9
Cc1c(C(=O)N2CCN(Cc3ccc4c(c3)OCO4)CC2)cccc1[N+](=O)[O-]	-4	1	.	.	6	5	-8	-2	-2
Cc1ccc(O)c(NC(=O)CCC2CCCCC2)c1	-12	0	1.0	-4	20	-7	15	3	11
Cc1cccnc1NC(=O)C1COc2ccccc2O1 (stereo not given)	-4	-2	0.9	-1	8	18	-10	0	2
CCOc1cc(C=O)c(Br)cc1OC1CCCC1	5	0	-0.1	-3	11	59	-17	-7	4[fluorescence artefact?]
Cc1cccc(Cn2c(SCC(=O)Nc3ccccc3)nc3c2c(=O)[nH]c(=O)n3C)c1	8	23	-0.1	3	11	-10	-54	-8	-5
CCN(CC)C1CCCCC1NS(=O)(=O)c1ccc(Cl)cc1 (stereo not given)	2	14	0.4	-1	8	2	-8	-2	7
O=C(OCCN1C(=O)c2ccccc2C1=O)c1ccc(S(=O)(=O)N2CCCCCC2)cc1	13[fluorescence artefact?]	-1	2.2	-1	13	20	68*	-7	-1
O=C(c1ccco1)N1CCN(c2nc3ccccc3c(=O)n2-c2ccccc2)CC1	5	1	0.0	4	6	7	-56	-14	3
Cc1cccc(NC(=O)CSc2nnc(Cc3ccccc3)o2)c1	-15	20	1.8	-8	3	0	-7	2	1
Cc1occc1C(=O)N/N=C/C(Br)=C/c1ccccc1	-7	25	5.7	1	10	-41	2	-17	2
CCN1CCCC1CNCc1ccccc1OCc1ccc(F)cc1 (stereo not given)	34	6	0.5	-3	20	7	-41	-1	4[fluorescence artefact?]

Next section; it opens with the 2 that closed the last part.
molecule	14-3-3 Bad PPI	Hck Nef HTS	zVAD death inh	Rad51 HR inh	EP2 antag	EP2 modulator	m-calpain inh	Tb hexokinase	eIF4E-4G inh
Cc1occc1C(=O)N/N=C/C(Br)=C/c1ccccc1	-7	25	5.7	1	10	-41	2	-17	2
CCN1CCCC1CNCc1ccccc1OCc1ccc(F)cc1 (stereo not given)	34	6	0.5	-3	20	7	-41	-1	4[fluorescence artefact?]
COc1cc(C(=O)NC(=S)N(CCc2ccccc2)CCc2ccccc2)cc(OC)c1OC	8	3	0.4	-48	6	30	2	9	19
CN1N=C2c3ccccc3CCC2C1c1ccc(C(F)(F)F)cc1 (stereo not given)	-1	18	0.1	20	6	34	-4	-14	2
CC(=O)c1c(C)[nH]c(C2=NNC(=NC(C)(C)C)SC2)c1C	-3	20	38	1	10	-17	-13	-19	-4
O=C(O)CC(NNC(=O)c1ccccc1)C(=O)Nc1ccc([N+](=O)[O-])cc1 (stereo not given)	-6	32	0.6	21	9	9	-17	-29	-4
Cc1cccc(C2c3[nH]c4ccccc4c3CCN2C(=O)c2cc(CC(C)C)[nH]c(=O)n2)n1 (stereo not given)	-3	21	8.0	6	8	51	-108	-8	-3
Cc1cc(OCC(=O)C(C)(C)C)c2c(C)c(C)c(=O)oc2c1	-5	-2	0.0	-11	4	10	-166	-2	-3
COCCNC(=O)C1(C)C=CC2(CCCCC2)N1C(=O)c1ccccc1 (stereo not given)	-1	-5	1.6	1	9	30	0	-2	3
O=C(NC1CCN(Cc2ccccc2)CC1)c1cccc(S(=O)(=O)Nc2cc(C(F)(F)F)ccc2Cl)c1	14[fluorescence artefact?]	8	-0.1	.	8	-80	-11	-1	0
CCOC(=O)C1C(C)=C(Nc2ccc(OC)cc2)C(=O)N1c1ccc(OC)cc1 (stereo not given)	-4	8	1.3	6	10	11	-102	2	3
CC(O)c1nc2ccccc2n1CC(=O)Nc1ccc(F)cc1Cl (stereo not given)	1	-3	2.0	-1	6	14	-10	1	0
CCOc1ccc(-c2[nH]ncc2Oc2ccccc2OC)c(O)c1	-2	4	1.9	-15	17	6	4	-2	3
O=C(c1ccc(Br)o1)N(c1ccc(Br)cc1)C1C=CS(=O)(=O)C1 (stereo not given)	-4	4	-0.9	4	6	17	-38	-5	4[fluorescence artefact?]
COc1ccc(S(=O)(=O)Nc2ccc(F)cc2)cc1N(C)S(=O)(=O)c1ccc(Cl)cc1	-2	-1	0.9	2	3	-4	-13	-6	-17
Cc1cc(C)n(-c2nc(N(C)C)nc(N3CCOCC3)n2)n1	1	4	-0.6	-12	5	21	12	-4	1
O=C(NNc1nc2c(F)cccc2s1)c1ccccc1	-11	24	2.1	-3	8	-23	22	3	-3
CN(C)S(=O)(=O)c1cccc(NC(=O)c2ccc(Sc3nncn3C)c([N+](=O)[O-])c2)c1	1	19	-0.6	.	7	-21	-29	-21	-4
C/C(=N\Nc1ccc(Cl)cc1)c1ccccn1	41	5	0.3	-2	4	-12	-21	-28	15
Cn1c(N2CCN(c3ccccn3)CC2)nc2c1c(=O)n(Cc1ccc(Cl)cc1)c(=O)n2C	1	1	1.0	-9	12	-8	16	-7	0
CC(=O)N1CCN(C(=O)Nc2cccc(C(F)(F)F)c2)CC1	-1	1	0.0	2	9	12	10	-1	-2
Cc1cccc(NC(=S)N2CCN(c3ccccc3)CC2)c1	-12	23	0.4	2	7	-81	-23	0	0
S=C(NCc1ccccc1)Nc1ccc2cn[nH]c2c1	7	22	0.3	11	2	-15	15	7	1
Fc1ccc(/C=C2\CCCC3=C2Nc2ncnn2C3c2ccc(F)cc2)cc1 (stereo not given)	0	-1	-0.3	-6	8	15	-44	-6	-7
O=C(Nc1ccccc1F)C1(c2ccccc2)CC1(Cl)Cl (stereo not given)	-1	5	1.6	.	13	52	-2	-8	0[fluorescence artefact?]
Cc1nc2sccn2c1-c1nc(-c2cc3ccccc3o2)cs1	37	-1	-0.6	.	.	56	-64	-8	-2
N#Cc1cccc(C#N)c1Oc1ccc(N)cc1	-5	20	1.3	8	5	18	-13	-7	-2

Additional results follow:
molecule	14-3-3 Bad PPI	Hck Nef HTS	zVAD death inh	Rad51 HR inh	EP2 antag	EP2 modulator	m-calpain inh	Tb hexokinase	eIF4E-4G inh
Cn1c(SCC(=O)NC2CC2)nnc1C(F)(F)F	-6[fluorescence artefact?]	2	2.5	1	8	-9	-9	0	3[fluorescence artefact?]
CCN1CCN(CCCNC(=O)C2c3ccccc3C(=O)N(c3ccc(OC)cc3)C2c2ccc(OC)cc2)CC1 (stereo not given)	-5	-3	0.1	0	-1	-43	26	-5	1
CCNc1ccc(C(=O)OCC(=O)NCc2ccc(C)cc2)cc1[N+](=O)[O-]	5[fluorescence artefact?]	4	1.5	-5	13	33	-3	-8	2[fluorescence artefact?]
N#Cc1cc[n+](CC(=O)c2ccc(NC(=O)c3ccccc3)cc2)cc1	1	9	1.1	-17	7	-21	-8	-10	-2
Cc1cccc2cc(C#N)c(N3CCN(C)CC3)nc12	25	4	1.6	-11	8	-4	-92	-4	2
CSc1ccccc1C(=O)N1CCCCC1	-9	-1	0.2	13	8	20	-11	1	-4
COc1ccc(-c2nnc(NC(=O)c3ccccc3C)o2)cc1	-5	29	0.0	-10	13	5	-6	-11	-18
COc1ccc2c(c1)c1ncn(CC3CCCO3)c(=O)c1n2C (stereo not given)	1	9	0.8	9	2	-6	-304	-15	4
Cc1cccc(NC(=O)CN2C(=O)S/C(=C\c3cccn3-c3cccc(C(=O)O)c3)C2=O)c1	-4	72*	26	-3	4	2	-73	5	6
CCOC(=O)Cc1nnc(Nc2cccc(C)c2)c2ccccc12	5	1	1.4	6	9	4	-13	-23	-5
Cc1ccc(S(=O)(=O)N2CCC(C(=O)NNC(=O)c3ccncc3)CC2)cc1	5	-6	1.8	-11	6	19	-20	13	-2
CCOc1ccc2c(CC)cc(=O)oc2c1OCC	4	3	0.1	.	13	18	-159	-9	0
O=C(Nc1ccc(OC(F)(F)F)cc1)Nc1cccc([N+](=O)[O-])c1	4	1	29	7	12	-10	10	4	3[fluorescence artefact?]
O=C(NN1CCN(Cc2ccccc2)CC1)c1ccc(Cl)cc1	6	18	4.0	3	6	-29	-22	-5	2
COCCNC(=O)c1cc2nc(-c3ccccc3)cc(C)n2n1	10	20	-0.5	-5	7	15	-129	0	-1
COc1ccc(/C=N\NC(=O)c2ccc(Cn3cc(Br)c([N+](=O)[O-])n3)o2)c(OC)c1C	-5	16	0.0	-2	16	-29	-6	-14	4
CN(CCOc1ccccc1)C(=O)c1ccc(OC2CCN(C(=O)C3CC3)CC2)cc1	-1	5	0.6	-1	12	-9	30	0	2
O=C(Nc1cnc2ccccc2c1)C1COc2ccccc2O1 (stereo not given)	-10	2	1.6	-3	-1	-19	17	3	-2[fluorescence artefact?]
O=c1c(/C=N/Nc2ccccc2)c(Sc2nnnn2-c2ccccc2)nc2ccccn12	11	0	-0.9	.	.	-2	-2	-21	-5
OC(c1cc(-c2ccc(Cl)cc2)nc2ccccc12)C1CCCCN1 (stereo not given)	-4	9	-2.8	1	24	-46	-15	-4	3
CSc1cccc(NC(=O)CN(c2cccc(C)c2)S(C)(=O)=O)c1	4	1	-0.4	8	2	-22	1	9	-5[fluorescence artefact?]
COc1ccccc1N=C1SCC(=O)N1c1ccccc1OC	11[fluorescence artefact?]	13	.	.	5	19	-9	-1	1
COC(=O)CSC1=C(C#N)C(c2sccc2C)CC(=O)N1 (stereo not given)	8	2	0.8	-3	7	16	-1	-2	2
O=C(OCC(=O)N1CCc2ccccc21)c1cccnc1	7	1	-0.2	-1	10	10	7	14	-4

The list is partial, so the mix of outcomes need not match the whole.
